High-throughput results from PubChem BioAssay.
Runt-SMMHC FRET – inhibitors of RUNX1 Runt–CBFb-SMMHC binding, primary screen, biochemical, FRET, Cerulean-Runt, Venus-CBFb-SMMHC, uHTS | Runt-related transcription factor 1 (Homo sapiens) + Core-binding factor subunit beta … | Cerulean-Runt/Venus-CBFb-SMMHC FRET ratio 530/480, 1 h | inhibition, % at 20 µM | actives 0.74% (n = 220,000);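 active means mean inhibition across duplicate retests at 20 µM reaching about 50%, limit read from the data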;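 further: 0% = DMSO wells and 100% = wells with excess untagged CBFb-SMMHC; inhibitors lower the FRET ratio by blocking Runt binding to CBFb-SMMHC; some results filed as inactive read as strong as hits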
NPY2 pot ag – NPY-Y2 potentiators or agonists, primary screen, cell-based | cells expressing NPY-Y2, potentiator/agonist read-out | activation, % at 3.6 µM | Neuropeptide Y receptor type 2 (Homo sapiens), P49146 | actives 0.45% (n = 220,000) | AID 1359, 2008; in the data active means activation above about 27%;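 further: cells stimulated with NPY near EC25 plus isoproterenol at EC100; 0% = vehicle plus submaximal agonist and 100% = vehicle plus saturating agonist; some results beyond the cut were filed as inactive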
p97 ATPase inh – inhibitors of human p97 ATPase, primary screen, biochemical; Transitional endoplasmic reticulum ATPase (Homo sapiens), P55072; recombinant p97 ATPase, Kinase-Glo ATP luminescence, 3 h; inhibition, % at 8 µM; actives 0.42% (n = 220,000); in the data active means inhibition above about 15%;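 further: 0% = DMSO vehicle and 100% = wells lacking enzyme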
Hck Nef HTS – inhibitors of Nef-activated human Hck kinase, primary screen, biochemical, Z-Lyte FRET, 384-well, Hck-YEEI; actives 0.68% (n = 220,000); inhibition, % at 20 µM; Recombinant Hck-YEEI plus Nef, Z-Lyte FRET kinase assay; AID 463187, 2010;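 active means Hck-Nef kinase inhibition above about 50%, limit read from the data; inactive means inhibition below that limit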;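 further: 0% = DMSO with Hck plus Nef and 100% = Hck alone without Nef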
Target sequence (P08631 whole entry, looked up): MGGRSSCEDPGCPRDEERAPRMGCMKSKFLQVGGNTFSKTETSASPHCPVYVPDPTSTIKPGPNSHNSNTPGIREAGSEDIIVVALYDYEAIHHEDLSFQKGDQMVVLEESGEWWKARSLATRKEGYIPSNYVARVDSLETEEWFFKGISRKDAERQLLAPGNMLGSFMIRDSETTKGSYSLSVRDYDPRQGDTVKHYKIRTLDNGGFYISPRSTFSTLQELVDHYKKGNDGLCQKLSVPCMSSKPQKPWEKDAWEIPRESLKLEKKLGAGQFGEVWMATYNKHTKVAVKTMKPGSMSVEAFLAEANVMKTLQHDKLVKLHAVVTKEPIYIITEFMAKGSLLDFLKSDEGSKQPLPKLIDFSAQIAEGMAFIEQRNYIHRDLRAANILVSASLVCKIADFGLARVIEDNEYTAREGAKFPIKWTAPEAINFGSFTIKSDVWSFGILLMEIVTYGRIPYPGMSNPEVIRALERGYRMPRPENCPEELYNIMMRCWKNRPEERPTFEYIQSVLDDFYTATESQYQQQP
NPY-Y1 PAM-ag – NPY-Y1 receptor potentiators or agonists, primary screen, cell-based; Neuropeptide Y receptor type 1 (Homo sapiens), P25929; NPY-Y1 expressing cells, potentiator/agonist activation; activation, % at 3.6 µM; actives 0.37% (n = 220,000); AID 1304, 2008; in the data active means activation above about 33%, passing the limit was not always enough;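 further: cells stimulated with NPY at EC10 then isoproterenol at EC100; 0% = low agonist plus stimulus and 100% = saturating agonist plus stimulus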
MDM2 E3 inh – MDM2-luciferase reporter signal enhancers, primary screen, MDM2 E3 ligase inhibitor project, cell-based, luminescence, 1536-well | cell-based MDM2 ubiquitination luciferase reporter, 2 h; 0 = plate control, 100 = twice control, blank-subtracted | actives 0.11% (n = 210,000) | signal enhancement, % at 5 µM | E3 ubiquitin-protein ligase Mdm2 (Homo sapiens), Q00987;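 active means signal enhancement of 30% or more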;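 further: luminescence tracks abundance of the self-degrading MDM2-luciferase fusion protein; higher signal means inhibition of MDM2 E3 ligase activity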
Target sequence (Q00987 whole entry, looked up, the tested form may be a part): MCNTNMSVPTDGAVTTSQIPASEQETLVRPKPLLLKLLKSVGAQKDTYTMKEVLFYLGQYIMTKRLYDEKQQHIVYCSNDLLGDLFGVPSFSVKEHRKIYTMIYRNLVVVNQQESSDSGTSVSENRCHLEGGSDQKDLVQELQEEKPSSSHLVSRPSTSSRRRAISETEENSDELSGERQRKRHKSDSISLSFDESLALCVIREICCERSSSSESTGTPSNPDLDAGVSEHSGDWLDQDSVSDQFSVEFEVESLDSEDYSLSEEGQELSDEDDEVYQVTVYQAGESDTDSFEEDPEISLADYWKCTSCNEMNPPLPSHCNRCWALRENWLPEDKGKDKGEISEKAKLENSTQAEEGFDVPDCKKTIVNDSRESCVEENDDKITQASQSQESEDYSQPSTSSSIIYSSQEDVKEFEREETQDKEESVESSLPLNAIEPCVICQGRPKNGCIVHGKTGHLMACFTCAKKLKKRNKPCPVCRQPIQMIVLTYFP
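Material: Stable MDM2–luciferase fusion reporter cells | Amount: 2000 cells seeded into each well | Dosing: One concentration, 5 µM, with 0.2% DMSO | Incubation: 4 h cell settling then 2 h compound exposure, 37 °C | Measured by: Luciferase luminescence | Read-out basis: % enhancement relative to plate controls after blank subtraction | Benchmarks: Control and blank well means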
NPY-Y1 antag – NPY-Y1 receptor antagonists, primary screen, cell-based | Neuropeptide Y receptor type 1 (Homo sapiens), P25929 | HEK293-CNG Y1 cells, membrane potential fluorescence; NPY at EC95, then isoproterenol | inhibition, % at 3.6 µM | actives 1% (n = 200,000) | AID 1040, 2008;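 active means inhibition above the campaign mean inhibition of all tested compounds plus 3 SD, cut at about 20% in these data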;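 further: 0% = DMSO wells given NPY plus isoproterenol and 100% = isoproterenol alone without NPY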
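Material: Y1- and CNG-channel-expressing HEK293 cells / Probe or stimulus: NPY 25 nM then isoproterenol 1 µM plus Ro 20-1724 25 µM / Doses: 3.6 µM single dose, DMSO 0.4% / Schedule: compound incubation 1 h at room temperature, readout 45 min post-stimulation / Signal: membrane potential fluorescence / Benchmarks: isoproterenol-only wells as full block versus NPY-plus-isoproterenol wells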
Runt-CBFb FRET – inhibitors of RUNX1 Runt–CBFb binding, primary screen, biochemical, FRET, Cerulean-Runt, Venus-CBFb, uHTS; Runt-related transcription factor 1 (Homo sapiens) + Core-binding factor subunit beta …; Cerulean-Runt/Venus-CBFb FRET ratio 530/480, 1 h; inhibition, % at 20 µM; actives 0.46% (n = 220,000); AID 1496, 2009;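 active means inhibition over about 50% at 20 µM in the single-dose screen, limit read from the data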;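 further: 0% = DMSO wells and 100% = excess unlabeled CBFb competitor control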
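Schedule: protein complex preformed 1 h, compound exposure 1 h, room temperature, dark; test system: Cerulean-labeled Runt domain protein; amount: 100 nM per protein; buffer or medium: Tris 50 mM pH 7.5, KCl, K2SO4, 0.01% BSA; read-out: loss of energy transfer signal; detection: FRET fluorescence; controls: 5 µM unlabeled CBFb as full-inhibition high control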
RBBP9 inh – human RBBP9 inhibitors, primary screen, biochemical, fluorescence polarization, FP-Rh probe, HTS. recombinant RBBP9. inhibition, % at 7.94 µM. actives 0.2% (n = 220,000);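 active means inhibition above the campaign mean of all tested compounds plus 3 SD, cut at about 14% in these data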;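 further: plate controls were DMSO wells with RBBP9 for no effect and wells lacking RBBP9 protein for full effect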
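Test system – recombinant human RBBP9 · Input – RBBP9 2.5 µM in dispensing solution, pre-mixing · Medium – Tris buffer pH 8.0, NaCl, Pluronic · Schedule – preincubation 30 min plus labeling 45 min at 25 °C · Measured by – fluorescence polarization · Measure – % inhibition · Controls – DMSO and no-protein wells · Replicates – one well per compound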
Active calls of the source: *; nt = no result given; + = active, no number. This is a random part of the collection; about 3.5% have a hit in one of these screens.

SMILES	Runt-SMMHC FRET	NPY2 pot ag	p97 ATPase inh	Hck Nef HTS	NPY-Y1 PAM-ag	MDM2 E3 inh	NPY-Y1 antag	Runt-CBFb FRET	RBBP9 inh
COc1ccc(/C=N/Nc2nnc(C)n2N)cc1OC	0.1	-19.8	-1.5	13.5	-3.4	-10.4	-0.5	1.9	-7.7
CCOC(=O)C1CCN(C(=O)COc2ccc(Cl)cc2Cl)CC1	-0.9	-12.2	-10.6	-0.3	4.7	-8.6	7.2	0.4	-4.7
CCOC(=O)Cn1nc(C)c(NC(=O)CCc2ccccc2)c1C	-2.6	0.1	4.3	-2.0	-2.4	-13.8	-1.2	3.5	-7.8
CCCS(=O)(=O)Nc1c(C(=O)O)[nH]c2ccccc12	-1.7	0.9	-4.3	-0.4	-0.7	-7.5	-5.5	-0.2	-11.1
COc1ccc(NC(=O)CC2C(=O)N(c3ccc(OC)cc3)C(=O)N2CCN2CCN(C)CC2)cc1 (stereo unspecified)	-1.1	0.8	-2.3	0.2	8.9	-6.2	1.1	-1.9	-0.1
CC(C)C1Nc2c(C(=O)O)cccc2C(Nc2ccccc2C(=O)O)C1(C)C (stereo unspecified)	-10.0	-10.4	3.1	-24.7	7.1	2.4	1.7	-4.7	11.3
O=C(Nc1ccccc1C(F)(F)F)c1cc(-c2cccc(O)c2)on1	-0.3	-2.1	-8.7	-1.5	29.8	-6.3	4.3	-0.7	-7.6
CCc1nnc(NC(=O)NC(C)(C)C)s1	0.9	2.1	4.9	-0.4	14.8	-1.4	-5.0	1.8	-3.8
CN1CCN(c2ccc(S(=O)(=O)N3CCCCC3)cc2NC(=O)c2ccc(C#N)cc2)CC1	4.1	-1.6	2.9	6.7	-2.8	3.7	3.7	-1.3	6.4
Cc1cc(F)ccc1NCc1ccc([N+](=O)[O-])cc1	-1.6	-4.5	1.3	8.0	-6.1	-7.8	1.0	-3.1	-6.8
C=C(C)CNC(=S)N/N=C/c1ccco1	1.9	4.6	0.5	8.1	-2.5	nt	nt	4.1	-5.0
Nc1cc(C(F)(F)F)cc2c1SCC(=O)N2	2.1	8.8	1.8	12.8	-12.0	-10.6	2.2	-2.3	-5.6
O=C(N/C=C\n1cnc2cc(C(F)(F)F)ccc21)c1ccc([N+](=O)[O-])cc1	-5.6	-9.5	3.1	1.2	15.0	-16.2	nt	0.7	13.7
CC(OC(=O)c1ccc(Cl)c(S(=O)(=O)N2CCc3ccccc32)c1)C(=O)Nc1ncc(Cl)cc1Cl (stereo unspecified)	2.5	11.3	3.3	1.7	14.8	-4.0	-2.8	3.0	-9.8
S=C(Nc1ccc(Br)cc1)N1CCN(C2CCCCC2)CC1	-0.7	5.3	0.1	3.1	13.2	1.4	2.5	0.7	-7.0
Cc1[nH]n(-c2ccccc2)c(=O)c1/C=C1\C=NN=C1c1ccccc1	-2.7	-2.2	18.5*	20.8	-0.6	-70.8	nt	-3.4	-3.8
O=C(c1cccc(-n2cnnn2)c1)N1CCOCC1	1.4	-6.2	0.4	-4.5	1.4	-3.2	4.5	-0.4	-0.4
O=C(O)c1cccc(S(=O)(=O)N2Cc3ccccc3C2)c1	3.3	12.7	4.6	6.8	2.7	4.7	3.0	-1.9	-1.7
CCN(CC)C(=O)C1CCCN(Cc2sccc2C)C1 (stereo unspecified)	0.3	9.0	3.9	-2.0	-10.3	-5.7	0.0	2.4	4.4
CN1CCN(S(=O)(=O)c2ccc(Br)c3nsnc23)CC1	-4.0	-3.9	-0.6	-1.6	-2.0	-1.4	-2.1	3.9	-7.0
Cc1ccsc1C(=O)Nc1ccc(O)c(-c2nc3ccccc3s2)c1	-1.6	-5.2	4.1	11.8	-8.1	9.2	12.7	1.6	-8.6
C#CCOCCOCCOCCNc1nc(N2CCN(C(=O)C([C@@H](C)CC)n3cc(C(N)CO)nn3)CC2)nc(N2CCN(C(=O)[C@H](CCC(=O)O)n3cc(C(N)Cc4ccc(O)cc4)nn3)CC2)n1 (stereo partly specified)	0.5	nt	nt	22.9	nt	-3.1	nt	1.2	nt
O=C(Nc1cc(S(=O)(=O)N2CCOCC2)ccc1N1CCCC1)c1ccc2c(c1)S(=O)(=O)c1ccccc1C2=O	-8.3	-14.4	3.8	65.0*	-3.8	nt	0.3	8.4	-1.9
O=C(CSc1nc2ccccc2s1)Nn1cnnc1	-4.3	0.1	5.1	-2.1	-4.6	-9.1	7.1	0.7	-6.2
CC(C)(C)C1CCc2c(sc3nc(SCC(=O)O)nc(N)c23)C1 (stereo unspecified)	2.1	101.1*	-0.7	23.4	105.5*	-3.8	nt	3.7	0.4
COC(=O)CCSCc1cn2cc(Cl)ccc2n1	5.3	-3.0	-0.9	0.0	-5.7	-5.0	-0.8	0.1	4.0
CCc1ccc2c(c1)/C(=C/C(=O)c1cccs1)C(=O)N2	1.8	14.9	1.8	0.2	18.1	2.7	3.3	6.4	-2.9
CC(=O)Nc1ccc(NC(=O)COC(=O)C2(c3ccc(Cl)cc3)CCCC2)cc1	2.2	6.6	2.6	2.9	5.5	1.8	-3.3	-5.8	-6.7
OC(COC(c1ccc(F)cc1)c1ccc(F)cc1)CN1CCc2ccccc2C1 (stereo unspecified)	1.6	0.1	-8.1	0.9	-22.8	-11.4	7.4	-2.2	-8.2
CCN(CC)c1ccc2c(C)c(Cl)c(=O)oc2c1	91.1*	-17.4	0.0	+	-2.5	nt	3.7	19.7	-0.1
CCC[n+]1c(C)sc2c(OC)ccc(OC)c21	59.1	-3.8	-6.9	11.0	3.0	-8.1	6.3	33.0	-3.8
Cc1ccc(-c2nc(Cl)nc3ccccc23)cc1	-1.4	-2.3	5.6	22.8	-15.9	11.3	13.0	1.4	5.1
O=C(CCCOc1ccc(Cl)cc1)Nc1cccc(C(=O)O)c1	0.8	1.4	0.3	-5.3	1.6	-8.9	0.8	-0.7	-3.5
Cc1ccc(SCC(=O)Nc2ccc(N3CCOCC3)cc2)cc1	-0.6	-8.2	-1.2	1.7	-22.5	0.3	2.4	1.3	-9.2
c1cncc(Nc2nc(-c3ccncc3)cs2)c1	0.0	14.7	-5.5	6.3	18.6	5.8	-6.1	-2.7	-9.6
Cc1nnc(SCc2cc([N+](=O)[O-])cc3c2OCOC3)[nH]c1=O	-3.1	-15.5	7.0	-3.4	1.4	-17.9	nt	3.8	1.1
CC1=C(C(=O)c2ccccc2)C(c2ccc(OC(F)F)cc2)NC(=S)N1 (stereo unspecified)	-1.9	-13.5	4.6	25.0	4.2	-9.7	-2.4	2.9	-2.2
CCOc1cc(NC(=S)NCc2ccco2)c(OCC)cc1NC(=O)CC	2.8	-0.9	2.4	2.2	-11.7	-1.0	0.6	33.0	-1.3
Cc1ccccc1Cn1cc(NC(=O)c2nn(C)cc2Cl)cn1	-6.0	5.5	0.6	5.5	2.6	-7.4	1.2	-1.0	-8.8
Oc1ccccc1N1CCN(C(=S)NCc2ccccc2)CC1	-0.3	-2.8	-0.5	20.9	-2.8	4.0	-6.2	-1.0	-2.3
CC(=O)NCCNC(=O)c1ccc(-n2c(C)ccc2C)cc1	1.6	9.4	-1.3	19.5	9.4	-11.4	0.1	1.4	-7.0
CCn1nc(C)c(/C=N/NC(=S)Nc2ccc(Cl)cc2Cl)c1C	6.4	5.1	1.9	-0.6	21.3	-1.8	-7.4	-1.1	-2.9
CCCCN(Cc1ccccc1)C(=O)C1CCCN(S(=O)(=O)c2cnc[nH]2)C1 (stereo unspecified)	-0.8	6.0	6.1	0.7	15.9	-12.1	4.2	2.9	-1.6
Cc1ccc(C)c(OC(=O)c2cncc(Br)c2)c1	-35.8	8.6	0.9	6.7	0.2	2.9	-0.3	-4.2	-7.6
Cn1c(=O)[nH]c2c(Cl)nccc21	-2.9	-26.6	2.7	12.7	5.2	-15.6	nt	0.3	-4.1
CN(CC(=O)NC(=O)NCc1ccco1)Cc1nc2ccccc2c(=O)[nH]1	-2.8	3.0	0.6	-2.9	7.3	-2.1	4.0	2.9	-9.4
Cc1c(NC(=O)CSc2nccn2C)c(=O)n(-c2ccccc2)n1C	1.0	-5.7	7.9	7.3	-8.5	-8.4	2.6	0.7	8.4
CCOC(=O)C1=C(CC)Nc2ccccc2N=C1NC(=O)c1ccc(S(=O)(=O)N2CCOCC2)cc1	17.7	-9.2	1.2	12.7	-9.2	-4.7	4.7	-0.7	3.1
Cc1cccc(NC(=S)NNC(=O)Cc2ccccc2)c1	4.0	13.7	1.9	0.6	5.0	-15.5	4.5	7.1	-2.7
CCCCN(C(=O)/C=C/c1ccco1)c1c(N)n(CCC)c(=O)[nH]c1=O	15.4	2.6	4.4	-3.2	-12.9	-5.8	19.9	8.0	-5.2
CCc1nnc(NS(=O)(=O)c2ccc(N=Cc3c(C)[nH]n(-c4ccc(C)cc4)c3=O)cc2)s1	-4.7	-5.6	-16.5	3.0	7.7	-7.3	-1.3	-6.4	3.3
CC(=O)c1cccc(N(C(=O)c2ccccn2)C(C(=O)NC2CCCCC2)c2cccs2)c1 (stereo unspecified)	-5.9	3.5	1.4	0.4	-1.0	-4.5	7.6	0.9	-1.4
